# From PubChem
# CIT2 TOR yeast: yeast TOR pathway CIT2-GFP modulation; AID 2029; S. cerevisiae CIT2-GFP strain, flow cytometry, 3 h; 100 means same as DMSO wells; GFP response vs DMSO, % at 10 µM; 320,000 tested, 0.065% active;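 active = GFP response relative to DMSO above a set limit, near the screen mean plus 3 SD, cut at about 150% in these data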;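 note: ratio of well median GFP fluorescence to mean of DMSO wells on the plate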
# RPL19A TOR yeast: alters RPL19A-GFP fluorescence in TOR pathway yeast screen | percent response vs DMSO, % at 10 µM | S. cerevisiae RPL19A-GFP strain, flow cytometry, 3 h; active compounds read low | 330,000 tested, 0.3% active;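 active = percent response vs DMSO below 50%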;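 note: median channel GFP fluorescence of the barcoded RPL19A-GFP strain; ratio of sample median GFP to plate DMSO average so 100% = DMSO; lower means less RPL19A-GFP as with rapamycin TOR inhibition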
# LAP4 TOR yeast: yeast TOR pathway LAP4-GFP modulation; S. cerevisiae LAP4-GFP multiplex, flow cytometry GFP, 3 h; median GFP as percent of DMSO wells; GFP response vs DMSO, % at 10 µM; 320,000 tested, 0.34% active; AID 2023;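 active = GFP response vs DMSO above a set limit, about the screen mean plus 3 SD, cut at about 150% in these data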
# MEP2-GFP yeast: alters MEP2-GFP fluorescence in TOR pathway yeast screen; S. cerevisiae MEP2-GFP strain, flow cytometry GFP, 3 h; 100% = DMSO control level; GFP response vs DMSO, % at 10 µM; 330,000 tested, 0.51% active; AID 2016;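 active = GFP response versus DMSO above a set limit, roughly screen mean plus 3 SD, cut at about 180% in these data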;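 note: median GFP fluorescence of the barcode-gated MEP2-GFP cells per well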
# AGP1 TOR yeast: alters AGP1-GFP fluorescence in TOR pathway yeast screen | S. cerevisiae AGP1-GFP multiplex flow cytometry, 3 h; GFP as percent of DMSO wells | AID 2066 | GFP response vs DMSO, % at 10 µM | 320,000 tested, 0.02% active;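 active = GFP response relative to DMSO above a set limit, near screen average plus 3 SD, cut at about 150% in these data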;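 note: median GFP channel fluorescence of the gated AGP1 strain per well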
# procasp7 counter: counter-screen: procaspase-7 (human) activation; recombinant procaspase-7, Ac-DEVD-pNA absorbance 405 nm; D23A/D198A/D206A triple mutant, cannot self-cleave; scale: DMSO 0, 5 µM enzyme 100; AID 463210; activation, % at 8.5 µM; P55210; 330,000 tested, 0.093% active;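 active = percent activation above the screen-wide mean plus 3 SD, cut at about 25% in these data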
#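 System: Procaspase-7 triple mutant (PC-7 D3A); measure: % activation from two-timepoint absorbance difference, scaled to controls; times: 1 h compound preincubation, 2 h substrate cleavage, 25 °C; also added: Ac-DEVD-pNA substrate, 400 µM as added; measured by: Epi-absorbance of released pNA at 405 nm, two timepoints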
# procasp3 activ: activates human procaspase-3 | recombinant procaspase-3 D3A, Ac-DEVD-pNA absorbance 405 nm | activation, % at 8.5 µM | 330,000 tested, 0.11% active | AID 463141;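 active = activation above the mean of all tested compounds plus 3 SD, cut at about 21% in these data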;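 note: 0% = DMSO alone and 100% = DMSO wells spiked with extra 5 µM PC-3 D3A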
#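 Assay system: Autoprocessing-dead procaspase-3 D3A mutant enzyme; also added: Ac-DEVD-pNA; doses: one concentration, 8.5 µM nominal, 0.8% DMSO; times: 1 h compound preincubation, 2 h substrate hydrolysis at 25 °C; technique: 405 nm absorbance of p-nitroaniline, reads at 0 and 120 min; measure: % activation between DMSO and enzyme-spiked controls; repeats: single replicate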
# AHR activator: human AHR activation; P35869; AHR-responsive luciferase reporter cells, luminescence; activation, % at 5 µM; 320,000 tested, 2.5% active; in the data active = activation above about 47%;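 note: 0% = vehicle wells and 100% = reference agonist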
# Target sequence (P35869 whole entry, looked up): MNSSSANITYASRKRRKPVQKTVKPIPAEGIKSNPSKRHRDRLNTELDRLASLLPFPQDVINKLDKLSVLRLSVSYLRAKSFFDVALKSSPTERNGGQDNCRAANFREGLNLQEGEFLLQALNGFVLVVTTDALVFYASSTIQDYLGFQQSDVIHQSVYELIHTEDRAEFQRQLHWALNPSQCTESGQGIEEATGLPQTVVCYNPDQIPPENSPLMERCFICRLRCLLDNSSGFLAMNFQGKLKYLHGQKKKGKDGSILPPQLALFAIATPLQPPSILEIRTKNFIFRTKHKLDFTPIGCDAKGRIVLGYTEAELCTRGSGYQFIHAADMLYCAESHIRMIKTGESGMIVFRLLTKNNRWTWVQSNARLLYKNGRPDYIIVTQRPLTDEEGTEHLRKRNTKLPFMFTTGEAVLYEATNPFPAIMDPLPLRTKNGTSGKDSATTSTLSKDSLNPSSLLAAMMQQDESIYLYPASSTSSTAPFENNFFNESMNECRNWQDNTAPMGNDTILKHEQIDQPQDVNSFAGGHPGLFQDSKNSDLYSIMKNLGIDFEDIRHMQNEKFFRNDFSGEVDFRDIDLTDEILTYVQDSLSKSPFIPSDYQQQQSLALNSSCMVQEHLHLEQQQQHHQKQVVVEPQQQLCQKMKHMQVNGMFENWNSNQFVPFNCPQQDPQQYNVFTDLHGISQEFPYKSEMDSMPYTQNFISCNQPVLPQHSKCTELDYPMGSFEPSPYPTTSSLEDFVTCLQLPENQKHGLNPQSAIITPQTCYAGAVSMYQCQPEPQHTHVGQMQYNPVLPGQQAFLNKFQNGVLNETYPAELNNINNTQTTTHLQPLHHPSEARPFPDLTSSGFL
# * marks the source's active call; other numbers are inactive results; nt = no result given.
# The first 4 compounds as a preview:
SMILES,CIT2 TOR yeast,RPL19A TOR yeast,LAP4 TOR yeast,MEP2-GFP yeast,AGP1 TOR yeast,procasp7 counter,procasp3 activ,AHR activator
CCCCn1c(SCC(=O)Nc2cc(NC(=O)c3ccco3)ccc2C)nc2ccccc2c1=O,104,102,98,99,97,0,6,1
COc1ccc(NC(=O)Nc2cccc3c2O[C@H](CN(C)S(=O)(=O)c2ccc(OC)cc2)[C@@H](C)CN([C@H](C)CO)C3=O)cc1,87,89,86,92,91,7,2,-1
CCCc1nc(N)c(C#N)c(-c2ccco2)c1CC,93,98,101,97,90,6,9,0
Cc1ccccc1-n1nc2c(c1NC(=O)c1ccc(S(=O)(=O)N(C)C)cc1)CSC2,93,96,101,97,95,4,-7,-1

# The list itself (from the top)
SMILES,CIT2 TOR yeast,RPL19A TOR yeast,LAP4 TOR yeast,MEP2-GFP yeast,AGP1 TOR yeast,procasp7 counter,procasp3 activ,AHR activator
CCCCn1c(SCC(=O)Nc2cc(NC(=O)c3ccco3)ccc2C)nc2ccccc2c1=O,104,102,98,99,97,0,6,1
COc1ccc(NC(=O)Nc2cccc3c2O[C@H](CN(C)S(=O)(=O)c2ccc(OC)cc2)[C@@H](C)CN([C@H](C)CO)C3=O)cc1,87,89,86,92,91,7,2,-1
CCCc1nc(N)c(C#N)c(-c2ccco2)c1CC,93,98,101,97,90,6,9,0
Cc1ccccc1-n1nc2c(c1NC(=O)c1ccc(S(=O)(=O)N(C)C)cc1)CSC2,93,96,101,97,95,4,-7,-1
Cc1cc(OCC[N+]2(C)CCCCC2)nc2ccccc12,106,99,95,102,101,4,-8,0
C#CCOCCOCCOCCNc1nc(N2CCN(C(=O)[C@H](CCCCN)n3cc(CCC(=O)O)nn3)CC2)nc(N2CCN(C(=O)[C@H](CCCCN)n3cc(CC(C)O)nn3)CC2)n1 (stereo partly drawn),104,98,94,96,103,-2,7,-1
Cc1c(C(=O)C(=O)N2CC=C(c3ccccc3)CC2)c2ccccc2n1C,87,95,87,99,95,-3,-4,22
COc1cccc(CNC(=O)Cn2ccc3cc(S(=O)(=O)N4CCCCCC4)ccc32)c1OC,96,96,103,101,103,2,6,-1
C/C(CCc1ccc2c(c1)OCO2)=N\NC(=S)NC(C)C,98,103,93,107,93,15,5,7
Cc1ccc(Nc2cc(=O)oc3ccccc23)c(C)c1,100,98,103,100,98,9,-4,5
COc1ccc(/C=N/NC(=O)c2cc(=O)[nH]c3ccccc23)cc1OC,98,97,105,100,99,15,4,1
CC(C)c1cc(NCCOCCO)n2c(nc3ccccc32)c1C#N,92,96,89,100,93,-2,-6,5

# Whole records, quoted from the list:
# `Cc1ccccc1-n1nc2c(c1NC(=O)c1ccc(S(=O)(=O)N(C)C)cc1)CSC2` is listed as CIT2 TOR yeast = 93; RPL19A TOR yeast = 96; LAP4 TOR yeast = 101; MEP2-GFP yeast = 97; AGP1 TOR yeast = 95; procasp7 counter = 4; procasp3 activ = -7; AHR activator = -1
# `Cc1ccc(Nc2cc(=O)oc3ccccc23)c(C)c1` is listed as CIT2 TOR yeast = 100; RPL19A TOR yeast = 98; LAP4 TOR yeast = 103; MEP2-GFP yeast = 100; AGP1 TOR yeast = 98; procasp7 counter = 9; procasp3 activ = -4; AHR activator = 5

# (list continues)
SMILES,CIT2 TOR yeast,RPL19A TOR yeast,LAP4 TOR yeast,MEP2-GFP yeast,AGP1 TOR yeast,procasp7 counter,procasp3 activ,AHR activator
Cc1ccc(C)c(NC(=O)c2cc(S(=O)(=O)N3CCCCC3)c[nH]2)c1,101,98,102,99,99,4,2,5
CCn1c2ccccc2c2cc(NS(=O)(=O)c3ccccc3C)ccc21,102,101,108,104,106,3,2,73*
COc1ccc(C(OCC(O)CNCCc2ccccc2)c2ccc(OC)cc2)cc1 (stereo not drawn),92,103,96,100,94,nt,nt,nt
c1ccc(-c2ccc(-c3cn4c(n3)CCC4)cc2)cc1,96,100,106,95,101,7,6,-18
Cc1ccc(NC(=O)C2CCCN2C(=O)NC2CCCCC2)c(C)c1 (stereo not drawn),98,92,104,100,100,4,0,0
COc1ccc(Cl)cc1C(=O)n1nc(C)cc1C,88,87,82,85,89,-4,5,1
NC(=O)Nc1ccc(C(=O)OCC(=O)Nc2ccc([N+](=O)[O-])cc2C(F)(F)F)cc1,105,103,99,110,107,-2,-3,6
COc1ccc(CCNS(=O)(=O)c2cc3c4c(c2)C(C)C(=O)N4CCC3)cc1OC (stereo not drawn),101,98,95,106,96,2,-8,0
Cc1ccc(-n2ncc3c(=O)n(CC(=O)N(C(C)C)C(C)C)cnc32)cc1,99,103,98,106,99,3,-4,1
O=C(c1ccco1)N1CCN(CC(=O)N(C2CCCCC2)C2CCS(=O)(=O)C2)CC1 (stereo not drawn),94,96,95,101,100,9,-12,2
C=CCN1C(=O)C(CC(=O)Nc2ccccc2F)S/C1=N\c1nccs1 (stereo not drawn),92,101,110,101,100,1,-5,16
COC(=O)C(Cc1ccccc1)NC(=O)c1cccc(S(=O)(=O)N(C)C)c1 (stereo not drawn),90,97,102,98,94,-9,-4,7

# Some entries already given, reduced to MEP2-GFP yeast:
Compound	MEP2-GFP yeast
COc1ccc(NC(=O)Nc2cccc3c2O[C@H](CN(C)S(=O)(=O)c2ccc(OC)cc2)[C@@H](C)CN([C@H](C)CO)C3=O)cc1	92
CCCc1nc(N)c(C#N)c(-c2ccco2)c1CC	97
Cc1ccccc1-n1nc2c(c1NC(=O)c1ccc(S(=O)(=O)N(C)C)cc1)CSC2	97
Cc1cc(OCC[N+]2(C)CCCCC2)nc2ccccc12	102
C#CCOCCOCCOCCNc1nc(N2CCN(C(=O)[C@H](CCCCN)n3cc(CCC(=O)O)nn3)CC2)nc(N2CCN(C(=O)[C@H](CCCCN)n3cc(CC(C)O)nn3)CC2)n1 (stereo partly drawn)	96

# Additional entries:
SMILES,CIT2 TOR yeast,RPL19A TOR yeast,LAP4 TOR yeast,MEP2-GFP yeast,AGP1 TOR yeast,procasp7 counter,procasp3 activ,AHR activator
CCN(C[C@H]1N[C@@](CC)(C(=O)OC)[C@H]2C(=O)N(Cc3ccccc3)C(=O)[C@@H]12)C(=O)NC(C)C,99,91,93,88,99,0,11,-1
O=C(COc1ccccc1)Nc1nn[nH]n1,101,103,107,110,103,5,-12,14
Fc1ccccc1-c1nc(NCc2ccccc2)c2ccccc2n1,87,92,100,92,98,10,-1,0
COc1ccc(CN2C(=O)CCCc3ccccc32)cc1,93,95,96,99,94,5,7,2
NC(=O)CC[C@@H]1NC(=O)[C@@H]2CCCN2C(=O)c2cc([N+](=O)[O-])cc(I)c2NCCC[C@@H](C(=O)NC(CC(=O)O)C(N)=O)NC1=O (stereo partly drawn),118,103,105,96,91,-5,0,2
Cc1cc(OCC(O)CN2C(C)CCCC2C)ccc1C(C)C (stereo not drawn),91,100,109,109,99,-1,0,1
Cc1ccc(S(=O)(=O)N2CCOCC2)cc1NC(=O)COC(=O)C1COc2ccccc2O1 (stereo not drawn),95,102,108,102,98,-2,-3,9
CC1CC(C)CN(S(=O)(=O)c2ccc(C(=O)N3CCOCC3)cc2)C1 (stereo not drawn),98,98,95,93,100,4,-2,6
C=CCN(c1ccccc1)S(=O)(=O)c1cccc(C(=O)N(CC)CC(=O)Nc2c(F)cccc2F)c1,110,103,104,101,103,0,5,-1
COc1ccc(C2=NCC(CSc3nnnn3C)S2)cc1 (stereo not drawn),110,110,112,105,100,4,2,-6
CCCNc1nc(N2CCCC2)nc(N2CCCC2)n1,100,98,103,97,99,5,4,2
CC1CCCC(C)N1C(=O)COC(=O)c1cc(=O)[nH]c2ccccc12 (stereo not drawn),100,103,108,108,107,-2,-2,6
COc1ccc(S(=O)(=O)CCC(=O)NCCc2ccc(S(N)(=O)=O)cc2)cc1,108,104,102,103,110,-6,-5,0
COc1ccc(C(C)C)cc1S(=O)(=O)n1cnc(C)c1,98,97,100,102,99,-1,1,3
C[C@@H](O)C(C(=O)N1CCNCC1)n1cc([C@@H](N)CCCCN)nn1 (stereo partly drawn),110,102,111,99,100,-12,2,-2
CC(C)COP(=O)(OCC(C)C)C(O)c1ccccc1F (stereo not drawn),105,101,104,107,nt,3,-2,0
COc1ccc(CC(=O)Nc2c(C(=O)N3CCN(c4ncccn4)CC3)oc3ccccc23)cc1OC,91,93,89,85,96,8,2,-3
CN(C)CCOC(=O)CCCCCCCCC(=O)OCCN(C)C,80,90,119,91,100,7,-8,-2
CC(C)(C)OC(=O)N1CCN(C(=O)Cn2cc(CCO)nn2)CC1,91,94,97,94,100,7,-3,-3
c1cnc2ccc(C(c3nnnn3C3CCCCC3)N3CCN(C4CCCCC4)CC3)cc2c1 (stereo not drawn),99,101,98,105,104,-3,4,2
O=C(OCCCc1cc2ccccc2c(=O)o1)c1ccc(C(F)(F)F)cc1,105,106,103,97,102,4,6,-1
COc1ccc(-c2noc(Cc3ccccc3OC)n2)cc1,97,94,103,108,101,19,-2,2
OCC[C@H]1C[C@H](O)[C@@H](O)[C@@]2(CCCc3ccccc3O2)O1,75,100,103,91,85,2,3,2
Cc1cc(C)cc(N(C(=O)CNC(=O)c2ccco2)C(C(=O)NC2CCCC2)c2cccnc2)c1 (stereo not drawn),96,97,100,105,101,3,7,0
O=C(CN1CCC(n2nnc3cc(F)ccc32)CC1)NCCc1nc2ccccc2[nH]1,103,99,99,98,99,-5,6,2
Clc1ccc(-c2nn3c(C4COc5ccccc5O4)nnc3s2)cc1 (stereo not drawn),98,100,114,104,107,-8,-18,8
Cc1ccc(S(=O)(=O)Nc2ccc(O)c(S(=O)(=O)c3ccc(C)cc3)c2)cc1,99,102,72,88,98,11,-1,-1
O=C(c1ccccc1)N1CCN(c2n[nH]c(=O)[nH]c2=O)CC1,92,100,114,93,95,-3,3,0
CCN(CC)c1ccc(/C=N/n2c(C)nc3ccccc3c2=O)cc1,89,86,84,79,85,-4,8,3
Cc1[nH]c2ccc(F)cc2c1CCN1C(=O)OC(C)(C)C1(C)O (stereo not drawn),112,100,112,102,113,-8,4,10
O=C(O)CCc1ccc(-c2cccs2)n1NC(=O)c1ccc(Cl)cc1Cl,104,103,98,102,106,-18,-10,1
CCOC(=O)n1c(SCC(N)=O)nc2ccccc21,108,105,105,108,115,-3,11,1
Cc1ccccc1OCC(=O)OCC(=O)N1CCCc2ccccc21,96,99,123,104,96,7,3,5
COc1cc(Cn2ccnc2)c(OC)cc1Cn1ccnc1,94,98,102,98,98,7,1,7
O=C(CSc1nnc(CNc2ccc(F)cc2)o1)OC1CCCCC1,104,105,104,107,110,10,6,3
